FLuc modulator = inhibits or activates purified firefly luciferase, miR-21 counter-screen. hit rate 6.9% among 360,000. purified FLuc, Km substrates, luminescence inhibition. Potency, µM (titrated, usually from 57.5 µM), for the others: top-dose activity change, negative = inhibition, usual class: inhibitors. P08659;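 further: potency means the concentration at half of the fitted maximal effect; plate controls were vehicle for no effect and reference inhibitor for full effect; nearly all actives have a fitted effect of over 55% in size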
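Purified P. pyralis luciferase, 10 nM final, with Km-level 10 uM D-luciferin and 10 uM ATP in 50 mM Tris acetate pH 7.5, 10 mM Mg acetate, 0.01% Tween-20, 0.05% BSA; 6-point qHTS titration about 60 µM downward; luminescence read.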
KCNH2 3.1 inh = KCNH2 3.1 (human) potassium channel inhibition. U2OS KCNH2 3.1, thallium flux FluxOr; stronger effect = lower value. activity change, % (tested at about 1.8 µM). hit rate 0.95% among 340,000;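 active means maximum activity change below -70%; inconclusive means maximum activity change from -70% to -50%; inactive means maximum activity change above -50%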;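 further: thallium influx rate constant from kinetic fluorescence after stimulation buffer; on the % scale 0 is the no-effect control and ±100 the full control effect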
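Thallium flux via FluxOr fluorescence (Red40 quencher, 45 min loading) in U2OS cells virally expressing the KCNH2 3.1 isoform (1.77 x 10^8 /mL virus, overnight at 37 C). Rate constants from 2-min kinetic reads post-stimulation, normalised to positive and negative controls.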
VP16 counter = Gal4-VP16 reporter inhibition counter-screen; Drosophila S2 Gal4-VP16 UAS-luciferase, luminescence, 20 h; Potency, µM (highest dose often 53.6 µM), for the others: at the highest dose activity, negative = inhibition, most hits filed as inhibitors; hit rate 3.5% among 310,000;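 further: Gal4-VP16 expression switched on by copper sulfate through the metallothionein promoter; potency means the concentration at half of the fitted maximal effect; on the % scale 0 is the no-effect control and ±100 the full control effect; nearly all actives have a fitted effect of over 50% in size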
Mito fusion act = blocks mitochondrial division or promotes mitochondrial fusion. S. cerevisiae fusion-defective mutant growth rescue, CellTiterGlo 48 h. Potency, µM (series often up to 46.1 µM), without a hit: at the highest dose growth rescue (activation), usual class: activators. hit rate 0.23% among 320,000. AID 485298;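 further: potency means the concentration at half of the fitted maximal effect; % of control where 0% means no effect; nearly all actives have a fitted effect of over 45% in size; temperature-sensitive fusion mutants such as fzo1-1 at 37 °C on non-fermentable ethanol glycerol medium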
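S. cerevisiae fusion-defective temperature-sensitive mutants (e.g. fzo1-1, mgm1-5) grown 48 h at 37C in YPEG (ethanol/glycerol non-fermentable) medium with 23 nl compound per well; growth rescue read as CellTiterGlo luminescence.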
PKM2 activator = PKM2 (human) enzyme activation. P14618. purified PKM2, Kinase-Glo ATP luminescence, activation; response scale: 0% is enzyme alone, no compound. Potency, µM (highest dose often 57.5 µM), without a hit: at the top dose activation, actives largely listed as activators. hit rate 0.34% among 260,000. AID 1631; further: potency means the concentration at half of the fitted maximal effect; on the % scale 0 is the no-effect control and ±100 the full control effect; nearly all actives have a fitted effect of over 55% in size
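hPK-M2, >95% pure; 0.1 mM ADP / 0.5 mM PEP final; imidazole pH7.2 buffer w/ 7 mM MgCl2, 50 mM KCl; 1 h RT; Kinase-Glo lum. Intermediate enzyme activity for dual inhibitor/activator qHTS.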
MBNL1 CUG block = inhibitors of human MBNL1 binding to CUG repeat RNA | Q9NR56 | Potency, µM (highest dose often 57.5 µM), for inactives: at the top dose activity change, negative = inhibition, hits mostly inhibitors | TR-FRET MBNL1-His/biotin-(CUG)12 binding, 665/545 ratio | hit rate 0.036% among 280,000 | AID 2675; active means well fitted inhibition curve with a large enough effect in the signal ratio, with a control signal flat, not every such curve was filed as active; inconclusive means small, poorly fitted or top-dose-only effect, or effect the other way, or a change in a side signal; inactive means no such curve, though single readings can be large or run the other way; the % refers to the signal ratio; further: potency means the concentration at half of the fitted maximal effect; on the % scale 0 is the no-effect control and ±100 the full control effect
Target sequence (Q9NR56 whole entry, looked up): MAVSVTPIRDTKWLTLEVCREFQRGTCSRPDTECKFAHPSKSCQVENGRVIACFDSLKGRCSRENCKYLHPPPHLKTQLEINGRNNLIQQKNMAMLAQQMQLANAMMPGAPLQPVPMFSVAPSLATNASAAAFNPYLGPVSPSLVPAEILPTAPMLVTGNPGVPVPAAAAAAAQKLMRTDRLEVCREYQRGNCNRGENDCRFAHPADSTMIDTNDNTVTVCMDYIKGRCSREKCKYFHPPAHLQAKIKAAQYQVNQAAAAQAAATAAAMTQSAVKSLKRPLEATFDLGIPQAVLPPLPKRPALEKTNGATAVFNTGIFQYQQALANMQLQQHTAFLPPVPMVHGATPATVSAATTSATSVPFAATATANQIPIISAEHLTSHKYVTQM
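His-tagged MBNL1 binding to biotinylated (CUG)12 RNA was measured by TR-FRET using terbium anti-His antibody (0.055 ng/ul final) and streptavidin-XL665 (5 nM final). Compounds were titrated 92 nM to 58 uM; 60 min at room temperature.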
RORgamma inh = blocks mouse ROR gamma transcriptional activity. Drosophila S2 Gal4-RORgamma UAS-luciferase reporter, 20 h. Potency, µM (top dose mostly 53.6 µM), for inactives: at the highest dose activity change, negative = inhibition, actives largely listed as inhibitors. hit rate 5.4% among 310,000; further: potency means the concentration at half of the fitted maximal effect; on the % scale 0 is the no-effect control and ±100 the full control effect; nearly all actives have a fitted effect of over 60% in size
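Drosophila Schneider cells stably carrying a metallothionein-driven Gal4 DBD–ROR gamma fusion and a UAS-Photinus luciferase reporter were exposed to compound for 1 hr, then induced with copper sulfate (700 uM final) for 20 hr at ambient temperature before luminescence reading.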
NPC1 promoter act = NPC1 promoter activation | Huh7 NPC1 promoter luciferase reporter, 24 h | Potency, µM (highest dose often 9.22 µM), inactives show at the top dose activation, hits mostly activators | hit rate 2.4% among 320,000 | AID 485313;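 further: potency means the concentration at half of the fitted maximal effect; % of control where 0% means no effect; nearly all actives have a fitted effect of over 60% in size; reporter is driven by a mutant NPC1 promoter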
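Cells: Huh7 expressing luciferase under the NPC1 promoter, 1500/well. Seeded 2 h, compound added, incubated 24 h at 37 °C. Luciferase reagent, 10 min ambient, then luminescence.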
Rab9 prom act = activates the Rab9 promoter | Huh7 Rab9 promoter-luciferase reporter, luminescence, 24 h | Potency, µM (series often up to 9.22 µM), inactives show at the top dose activation, negative = inhibition, most hits filed as activators | hit rate 2.8% among 320,000; further: potency means the concentration at half of the fitted maximal effect; % of control where 0% means no effect; nearly all actives have a fitted effect of over 60% in size
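Cells were plated at 1500 per well in reduced-serum medium with 10% FBS and left 2 h. Compound in DMSO was then added for 24 h at 37 °C. Reporter signal was read by luminescence after 10 min with luciferase detection reagent.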
ELG1 repair inh = ELG1-dependent DNA repair inhibition; HEK293T ELG1-luciferase reporter, luminescence, 16 h; DNA damage induced by 5-fluorouridine; Potency, µM (top dose mostly 46.1 µM), for the others: at the top dose activity change, negative = inhibition, hits mostly inhibitors; hit rate 2.3% among 330,000; AID 504467; further: potency means the concentration at half of the fitted maximal effect; on the % scale 0 is the no-effect control and ±100 the full control effect; nearly all actives have a fitted effect of over 55% in size
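5-Fluorouridine DNA damage + compound/DMSO, 2,000 cells/well, 16 h, 37 °C/5% CO2. ONE-Glo, 30 min RT, luminescence. Readout = decrease in reporter signal.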
Menin-MLL TR inh = inhibitors of human menin-MLL interaction, mutant MLL peptide; hit rate 0.23% among 270,000; Menin + Texas Red MLL mutant peptide, fluorescence polarization; AID 1768; Potency, µM (series often up to 61.6 µM), for inactives: top-dose FP activity change, negative = inhibition, actives largely listed as inhibitors; O00255; active means well fitted inhibition curve with a large enough effect in the polarisation, with a control signal flat, not every such curve was filed as active; inconclusive means small, poorly fitted or top-dose-only effect, or effect the other way, or a change in a side signal; inactive means no such curve, though single readings can be large or run the other way; the % refers to the polarisation; further: potency means the concentration at half of the fitted maximal effect; % of control where 0% means no effect; many of its hits are not listed in these tables
Target sequence (O00255 whole entry, looked up): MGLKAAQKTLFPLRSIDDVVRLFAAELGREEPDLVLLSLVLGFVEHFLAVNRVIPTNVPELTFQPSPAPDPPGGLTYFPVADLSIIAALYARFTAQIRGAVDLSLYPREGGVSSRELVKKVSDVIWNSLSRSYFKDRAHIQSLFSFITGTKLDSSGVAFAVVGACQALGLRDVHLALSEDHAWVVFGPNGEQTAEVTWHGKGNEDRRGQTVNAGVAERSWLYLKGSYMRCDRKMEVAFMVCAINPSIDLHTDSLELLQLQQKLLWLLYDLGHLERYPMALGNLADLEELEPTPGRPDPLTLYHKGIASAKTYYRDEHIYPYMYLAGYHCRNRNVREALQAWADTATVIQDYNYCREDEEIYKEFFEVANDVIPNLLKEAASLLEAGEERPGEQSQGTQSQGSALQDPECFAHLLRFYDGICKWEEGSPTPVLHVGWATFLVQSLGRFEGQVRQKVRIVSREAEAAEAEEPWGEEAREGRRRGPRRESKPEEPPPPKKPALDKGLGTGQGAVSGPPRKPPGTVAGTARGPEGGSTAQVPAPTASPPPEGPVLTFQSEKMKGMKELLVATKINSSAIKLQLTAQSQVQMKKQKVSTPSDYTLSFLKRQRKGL
Active calls of the source: *; ? = inconclusive; . = not tested or not shown; & = joins results of further samples; [ ] = another dose, or the depositor's remark. Unless noted, the call rests on the fitted dose curve; in most records, active means well fitted curve in the direction sought with a large enough effect; inconclusive means small, poorly fitted or top-dose-only effect, or another doubt; inactive means no such curve, though single readings can be large; an effect the other way counts as inactive or inconclusive. The list is partial; count on the stated rates, not on these rows.

SMILES | FLuc modulator | KCNH2 3.1 inh | VP16 counter | Mito fusion act | PKM2 activator | MBNL1 CUG block | RORgamma inh | NPC1 promoter act | Rab9 prom act | ELG1 repair inh | Menin-MLL TR inh
CSc1cccc(NC(=O)Cn2cnc(S(=O)(=O)N3CCCC3)c2)c1 | -2%&6% | 6 | -4% | 4% | 2%[0.46 µM] | 1% | 12% | -2% | -4% | 11% | -4%
COc1ccc(C(=O)Nc2ncc3c(n2)CC(c2ccco2)CC3=O)cc1 (stereo unspecified) | ? | -1 | 1% | 2% | ? | 4% | 12%[10 µM] | 0% | 1% | ? | 0%
O=C(Nc1ccc(Cl)c(Cl)c1)Nc1ccccc1C(=O)O | 0.54µM* | . | ? | 11% | -5% | -10% | ? | 0.35µM* | 0.32µM* | ? | ?
CCc1ccc(CN(C)CC(=O)Nc2sccc2C#N)cc1 | -3% | -11 | 0% | 28% | 1% | -1% | 17% | 2% | -4% | -16% | -5%
O=C(c1cccs1)N1CCN(c2nc3ccc([N+](=O)[O-])cc3s2)CC1 | 9% | -2 | . | -4% | . | . | . | 7% | -3% | 4% | .
COc1ccc(-c2ccc(S(=O)(=O)NCC3CCCO3)cc2)cc1 (stereo unspecified) | -8% | 5 | ? | . | -18% | 1%[11.5 µM] | ? | -5% | -3% | 3% | -14%
c1ccc2c3c(c(CN4CCCC4)cc2c1)COC3 | 2% | -5 | -14% | 3% | -6% | -4% | -2% | -2% | -2% | -5% | -18%
Cc1cc(N2CCCC2)ccc1NC(=O)CN1C(=O)NC(C)(c2ccccc2)C1=O (stereo unspecified) | -3% | 10 | -2% | 1% | -2% | -5% | 8% | 1% | -1% | -2% | .
Nc1nnc(SCC(=O)Nc2ccc(N3CCOCC3)cc2)s1 | ? | 0 | . | -6% | . | . | . | 3% | 2% | ? | .
CCOC(=O)N1CCN(CC(O)COc2ccccc2C(C)CC)CC1 (stereo unspecified) | 0% | 3 | 2% | 17% | -1% | -5% | -6% | -2% | 4% | 9% | -6%
Cc1ccc(-n2ncc3c(=O)n(CC(N)=O)cnc32)cc1C | -19% | 22 | -10% | 3% | 1% | 3% | 2% | 8% | 11% | ? | 11%
CC(C)c1ccc2oc(-c3ccc(NC(=O)c4ncn[nH]4)cc3)nc2c1 | 1.5µM* | 1 | -4% | 8% | 3% | -1% | 4% | ? | ? | ? | 19%
COC(=O)c1ccc(CSc2nnc(Nc3ccccc3OC)s2)o1 | -1% | -2 | -2% | 1% | 6% | -8% | -11% | -3% | 4% | -12% | 18%
NC(=O)c1ccccc1NC(=O)/C=C/c1ccccc1 | 6µM* | 1 | -14% | 0% | -15% | . | -37% | ? | 1.8µM* | ? | 32%[activator]
CC(C)(C)NC(=O)Nc1ccc(Cn2cc(C(F)(F)F)ccc2=O)cc1 | -17% | -1 | 1% | 6% | 7% | -2% | 2% | -3% | 1% | -12% | -1%
Cc1ccccc1OCCC(=O)OCC(=O)NC1CCCCC1 | -1% | 19 | . | -2% | . | . | . | 0% | -13% | 0% | .
COc1cccc(OCCn2cc(C=O)c3ccccc32)c1 | -13% | -13 | -8% | 0% | 0% | 0% | 41% | 3% | -1% | -18% | 11%
Cc1cc(C(=O)Cn2nc(C(=O)O)c3ccccc3c2=O)c(C)n1C1CC1 | -17% | 10 | -2% | -2% | 0% | 1% | 20% | 15% | 30% | 9% | ?
Fc1ccc(CSc2nncn2NC/C=C/c2ccccc2)cc1 | 3% | 11 | 13% | 11% | -22% | ? | 69% | 1% | -1% | -14% | -23%
N#C/C(=C\c1ccc(O)c(O)c1)C(=O)N1CCc2ccccc21 | ? | -1 | . | 4% | . | . | . | -11% | -11% | -4% | .
O=C(NC1CCCC1)c1ccc(CS(=O)(=O)c2ccc(Cl)cc2)o1 | 2% | 20 | 17% | 6% | . | -7% | 15% | -5% | 2% | -6% | .
O=C(O)/C=C/C(=O)Nc1ccc(-n2ccc(C(F)(F)F)n2)cc1 | -5% | 27 | -1% | -4% | 0% | -6% | 10% | 0% | -5% | -5% | .
COC(=O)c1ccc(NS(=O)(=O)c2ccc(-c3cc(C)no3)s2)cc1 | 0% | -7 | -9% | 27% | -1%[0.46 µM] | 15% | 3% | 0% | -2% | 20% | 39%[activator]
O=[N+]([O-])c1cc(Cl)cc(/C=N/NC(=S)Nc2ccc(S(=O)(=O)N3CCOCC3)cc2)c1O | ? | 3 | 1% | 7% | -12% | 11% | -28% | 0% | 2% | 13µM* | .
COc1ccc(/C=N/NC(=O)c2cccc(OC(F)(F)C(F)F)c2)cc1O | ? | 13 | -9% | -1% | 1% | 21% | 22% | 1% | 2% | -9% | 18%
Cc1ccc(S(=O)(=O)Nc2ccc3c(c2)CCC3)cc1C | 2% | -13 | ? | ? | 5% | -20% | -37% | -4% | -8% | -3% | 1%
N#Cc1cc(N)ccc1Sc1ccccc1 | -5% | -3 | -5% | 7% | -9% | -9% | 20% | 1% | -3% | 6% | 17%
CCCCN1C(=O)NC(NC(=O)C2CC2)(C(F)(F)F)C1=O (stereo unspecified) | -4% | 12 | 0% | -2% | -17% | -11% | -1% | -2% | -2% | 3% | 7%
Cc1ccc(S(=O)(=O)NCCc2nnc3ccc(SCc4cccnc4)nn23)cc1 | -1% | -31 | ? | -2% | 2% | -3% | 20% | 5% | -4% | 15% | -10%
CCOC(=O)c1c(C)[nH]c(C(=O)N/N=C/c2ccc(OC)c(OC)c2)c1C | ? | -5 | -7% | 7% | . | 9% | -34% | -27% | -17% | -9% | .
O=C(Nc1ccc(N2CCOCC2)c(Cl)c1)c1ccc(-n2cnnc2)cc1 | -1% | -11 | -13% | 5% | -2% | -13% | -17% | 0% | 2% | 22% | .
COc1ccc(N2CCN(C(=O)CN(c3cccc(Br)c3)S(C)(=O)=O)CC2)cc1 | 1% | 10 | 10% | 6% | 0% | -1% | ? | -3% | -3% | ? | -21%
COc1ccc(CNC(=O)COC(=O)Cc2ccsc2)cc1 | 3% | 6 | 1% | -2% | 3% | -2% | -12% | -3% | -3% | 2% | 4%
CC(C)Sc1nnc(CNC(=O)C23CC4CC(CC(C4)C2)C3)n1C1CCCCC1 | 1% | 0 | -22% | -2% | -10% | -6% | 1% | -1% | -3% | -20% | -6%
CCCc1cc(C(F)(F)F)c(C#N)c(=O)[nH]1 | 0% | -7 | 1% | -3% | 0% | 4% | 12% | 0% | -6% | -2% | 4%
CCOC(=O)C(=CNc1cc(C)ccc1-n1cccc1)C(=O)OCC | -2% | 2 | -2% | -1% | 18% | 1% | 14% | -1% | -7% | ? | .
Oc1cccc2cc3cccc(O)c3c(O)c12 | -1% | 3 | 7% | 6% | -2% | ? | -5% | 1% | -1% | 1% | ?
O=C(COC(=O)c1ccc(S(=O)(=O)C(F)F)cc1)Nc1ccccc1C(=O)NC1CC1 | -2% | -3 | . | 2% | . | . | . | 2% | -1% | 7% | .
N#Cc1cc2cc3c(cc2nc1NCCNC(=S)NCCCN1CCOCC1)OCO3 | 0% | 7 | -13% | -6% | -32% | ? | -33% | -2% | -9% | -6% | -11%
CCn1c(CCC(=O)Nc2cc(F)ccc2C)nc2cc(S(=O)(=O)N(C)C)ccc21 | 4% | -1 | 0% | -2% | 6% | -5% | 8% | -2% | 6% | -5% | 8%
CCCc1ccc(S(=O)(=O)NCCc2ccncc2)cc1 | 1% | 11 | -5% | 7% | 15% | -3% | 24% | -1% | -11% | ? | ?
CCCSc1ccccc1C(=O)N1CCN(C(=O)c2ccco2)CC1 | 0% | -2 | 2% | 3% | -11% | -3% | -9% | 1% | 0% | -9% | .
COc1ccc(C(=O)Nc2ccc(NC(=O)c3cc(OC)c(OC)c(OC)c3)cn2)cc1 | 1% | 1 | 0% | -13% | -1% | 19% | -12% | -5% | 3% | 4% | 15%
CC(C)n1nc(C(=O)N2CCN(S(=O)(=O)c3cccs3)CC2)c2ccccc2c1=O | -1% | . | -8% | 6% | 5% | -8% | 18% | -3% | -6% | -9% | .
Cc1cccc(NC(=O)CN2C(=O)N/C(=C/c3cc(C)n(-c4ccncc4)c3C)C2=O)c1 | 0% | 1 | -7% | -14% | -3% | 1%[11.5 µM] | 12% | -6% | -3% | -11% | 8%
COc1cccc(CN(CC2CCCO2)S(=O)(=O)c2ccc(S(=O)(=O)N(C)C)cc2)c1 (stereo unspecified) | 9% | -18 | 2% | -1% | 8% | 0% | 0% | 0% | -7% | -30% | -14%

Screening results from PubChem BioAssay.
